TNAP act hi DEA = activators of human TNAP at high phosphate acceptor concentration; purified TNAP, CDP-star luminescence, 1 M DEA, 30 min; hits give high values; 0 = EDTA background, 1 = DMSO-only activity; 200,000 tested, under 10 active; P05186; activation factor at 20 µM;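 active means activation factor at least 2 at 20 µM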
Target sequence (P05186 whole entry, looked up): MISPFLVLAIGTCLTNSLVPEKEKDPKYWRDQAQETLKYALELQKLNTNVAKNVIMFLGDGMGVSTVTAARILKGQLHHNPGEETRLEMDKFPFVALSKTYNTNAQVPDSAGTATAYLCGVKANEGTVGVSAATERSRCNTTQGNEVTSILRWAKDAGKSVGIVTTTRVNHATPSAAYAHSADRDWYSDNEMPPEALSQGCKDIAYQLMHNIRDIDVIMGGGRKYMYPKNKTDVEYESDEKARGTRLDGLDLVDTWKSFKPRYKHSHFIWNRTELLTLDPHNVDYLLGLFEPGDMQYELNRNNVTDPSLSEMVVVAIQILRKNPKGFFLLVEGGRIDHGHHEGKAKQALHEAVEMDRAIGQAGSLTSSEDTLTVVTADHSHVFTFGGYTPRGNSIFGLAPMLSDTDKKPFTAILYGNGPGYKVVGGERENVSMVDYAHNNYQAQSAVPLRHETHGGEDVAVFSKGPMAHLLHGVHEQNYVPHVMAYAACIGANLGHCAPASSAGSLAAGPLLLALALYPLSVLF
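Measured by: Luminescent substrate turnover signal | Test system: Human TNAP | Input: TNAP 1/800 final | Dosing: 20 µM single point | Schedule: 30 min, room temperature | Controls: EDTA wells as negative control, DMSO wells as positive control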
TNAP inh hiacc = inhibitors of human TNAP at high phosphate acceptor concentration; P05186; purified TNAP, CDP-star luminescence, 1 M DEA; inhibition, % at 20 µM; hit rate 0.03% among 200,000; AID 1135;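 active means over 50% inhibition of tissue-nonspecific alkaline phosphatase at 20 µM in the single-dose screen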;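 further: plate controls were DMSO wells for no effect and EDTA-quenched wells as full inhibition for full effect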
PMI act = phosphomannose isomerase (human) activation. P34949. purified human PMI, coupled resazurin fluorescence, 20 min; hits give high values; 1 = vehicle control, 0 substrate-free wells. activation factor at 20 µM. hit rate 0.005% among 190,000;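 active means activation factor of 2 or more at 20 µM, relative to plate controls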
NF-kB expr up = NF-kB expression increase, human neuronal cells; hit rate 1.6% among 190,000; NF-kB reporter expression; hits give high values; AID 1239; fold change at 12.5 µM; in the data active means fold change above about 3.3
APP 5'UTR act = APP 5'UTR luciferase reporter activation | SH-SY5Y APP 5'UTR luciferase reporter, luminescence; zero percent = DMSO vehicle wells | activation, % at 2 µM | hit rate 1% among 190,000 | AID 1276;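 active means activation above a set limit, based on mean plus 3 SD of controls, cut at about 140% in these data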; further: values of inactives mirror those of a sister screen read the other way
TNAP inh no acc = blocks human TNAP activity with no phosphate acceptor present | P05186 | purified TNAP, CDP-star luminescence, 30 min | inhibition, % at 20 µM | hit rate 0.26% among 200,000;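 active means tissue-nonspecific alkaline phosphatase inhibition above about 50% at 20 µM in the single-dose screen, limit read from the data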;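 further: 0% = DMSO negative control and 100% = EDTA positive control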
bIAP activator = intestinal alkaline phosphatase (bovine) activation; purified bovine IAP, CDP-star luminescence, 30 min; hits give high values; fold of DMSO-control signal, blank-subtracted; activation factor at 20 µM; hit rate 0.17% among 200,000; AID 1016;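 active means activation factor of 2 or more at 20 µM, a signal rise over negative controls twice the positive control's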
FLuc inh counter = counter-screen for luciferase assay inhibitors: firefly luciferase inhibition; P08659; inhibition, % at 10 µM; hit rate 1.5% among 200,000; ATPLite firefly luciferase biochemical luminescence, 10 min;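 active means inhibition above about 50% when tested at 10 µM, limit read from the data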
Target sequence (P08659 whole entry, looked up): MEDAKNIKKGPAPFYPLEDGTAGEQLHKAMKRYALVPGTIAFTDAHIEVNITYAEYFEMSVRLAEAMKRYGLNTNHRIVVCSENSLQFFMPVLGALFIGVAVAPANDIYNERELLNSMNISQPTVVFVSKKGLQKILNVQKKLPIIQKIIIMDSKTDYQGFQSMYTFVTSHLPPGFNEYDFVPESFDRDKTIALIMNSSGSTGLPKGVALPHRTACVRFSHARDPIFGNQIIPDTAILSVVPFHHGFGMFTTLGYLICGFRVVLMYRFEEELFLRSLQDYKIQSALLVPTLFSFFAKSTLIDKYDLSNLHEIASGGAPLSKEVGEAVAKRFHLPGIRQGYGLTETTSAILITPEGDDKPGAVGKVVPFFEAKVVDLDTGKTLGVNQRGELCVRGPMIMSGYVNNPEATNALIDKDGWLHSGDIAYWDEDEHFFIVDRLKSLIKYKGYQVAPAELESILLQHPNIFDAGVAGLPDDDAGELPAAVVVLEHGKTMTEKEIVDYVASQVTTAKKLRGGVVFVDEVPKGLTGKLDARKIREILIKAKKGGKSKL
PMI act satM6P = PMI (human) activation, high substrate. hit rate 0.34% among 190,000. coupled PMI enzyme assay, resazurin fluorescence, 20 min; hits give high values; 1 = untreated enzyme, 0 = substrate-free blank. activation factor at 20 µM. AID 1216. P34949;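 active means activation factor of 2 or more at 20 µM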
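Test system: human phosphomannose isomerase with PGI, G6PDH, diaphorase coupling enzymes; Amount: PMI at 15 ng/mL final; Reagent: Mannose-6-phosphate 1.0 mM (near-saturating) plus 0.22 mM NADP+; Timing: 20 min, room temperature; Technique: resorufin fluorescence at Ex 544/Em 590 nm; Dosing: 20 µM single dose.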
FLuc act counter = affects firefly luciferase, flagging false hits in luciferase stimulation screens; activation factor at 10 µM; AID 1027; 200,000 tested, under 10 active; ATPlite luciferase biochemical, luminescence, 10 min; 0 = ATP-free wells, 1 = DMSO control; P08659;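 active means luciferase activation factor, scaled between plate controls, of at least 2 with compound at 10 µM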
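Material: Luciferase/luciferin reagent mix | Doses: Test compounds dosed from 2 mM stocks in 100% DMSO | Timing: 10 min incubation after luciferase reagent addition, room temperature | Measured by: Luminescence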
Numbers without * were called inactive; / = not tested or not shown. Not a hit list, and some 3.6% of all compounds hit somewhere here.

SMILES	TNAP act hi DEA	TNAP inh hiacc	PMI act	NF-kB expr up	APP 5'UTR act	TNAP inh no acc	bIAP activator	FLuc inh counter	PMI act satM6P	FLuc act counter
Cc1cc(C2=NNC(=NC3CC3)SC2)c(C)n1-c1ccccc1F	1	-4.7	1.1	0.18	-69.5	-5.9	1.1	95.5*	1	0
CS(=O)(=O)c1ccc2nc(NC3(C(F)(F)F)N=C4SCCN4C3=O)sc2c1 (configuration not stated)	1	-3.1	0.8	1.22	-1.6	-15.7	0.9	-4.1	0.9	1
Cc1nn(Cc2ccc(F)cc2)c(Cl)c1/C=N/NC(=O)c1cccnc1	1	0.1	0.9	0.68	-0.7	-2.6	0.9	2.7	0.9	1
O=C(NCc1ccc2c(c1)OCO2)C1CC(c2cccc(Br)c2)=NO1 (configuration not stated)	1.1	-8.6	0.8	1.04	-12.3	-10.9	0.9	-3.5	0.9	1
NC(=O)COc1ccc(Cc2ncc(C(F)(F)F)cc2Cl)cc1	1	-3.8	0.9	1.13	-6.5	-7.3	1	-7.1	1	1.1
Cc1nc(NC(=O)c2cccc(Cl)c2)sc1C(=O)N1CCCCC1	1	1.2	/	1.55	36.2	-2.9	1	-0.4	/	1
CCOC(=O)c1c(C)cc(C)n2c1nc1ccccc12	1	-2.7	0.9	0.85	-4.5	-6.3	1	0.9	1	1
Cc1cc(C)n(-c2nc3nonc3nc2-n2nc(C)cc2C)n1	1.1	-6.2	1	0.84	7.8	-7.9	0.9	-6.5	1	1.1
CC(C)CN(C(=O)CN1CCN(c2ccc(O)cc2)CC1)c1c(N)n(CC(C)C)c(=O)[nH]c1=O	1	1.1	0.8	1.29	-13.4	-8.2	0.9	-3.1	0.5	1
COc1cc(-c2nc(N)n[nH]2)cc(OC)c1OC	1.1	-9.3	1	1.05	-4.7	-9.2	0.9	-7.9	1	1.1
CNc1nc(SCC(=O)OC)nc(N2CCOCC2)n1	1	-1.8	1.1	0.92	4.8	-8.6	1	-3.3	1.2	1
COc1ccc2nc(SCCOC(=O)Nc3ccc(Cl)cc3)nc(C)c2c1	1	-1.2	0.8	0.91	4.9	-12.1	0.8	2.4	0.9	1
CCOC(=O)c1oc2c(CN3CCN(C)CC3)c(O)ccc2c(=O)c1-c1ccccc1OC	1	1.3	0.9	1.05	-6.1	-6.2	0.9	-2.5	0.9	1
O=C(O)c1cc([N+](=O)[O-])ccc1NCc1ccccc1Cl	1	3.5	1.2	0.98	-9.7	-1.3	0.8	-5.4	1.1	1.1
CS(=O)c1ccccc1COC(=O)Nc1ccc(Cl)cc1 (configuration not stated)	1	-0.9	0.9	1.14	13.0	-13.1	1.1	2.5	0.9	1
Cc1ccc(Sc2c(C#N)c(-c3ccccc3)nn2C)cc1	1	-1.9	1	1.37	16.6	1.5	0.8	-8.9	1	1.1
C=CCSc1nc2c(c(=O)[nH]c(=O)n2C)n1CC	1	-3.5	0.7	1.12	-2.6	-9.5	0.9	-2.6	0.9	1
O=c1[nH]c(=O)n(C2CCCO2)cc1Br (configuration not stated)	1	0.3	0.9	0.95	2.9	-6.3	1	-5.3	1	1.1
Cc1cccc(NC(=O)/C=C/c2ccc3c(c2)OCO3)n1	1	-2.7	0.9	8.04*	118.2	-5.5	1.3	89.3*	1	0.1
CCN(CC)C(=O)COc1ccc2oc(-c3ccco3)cc(=O)c2c1	1	-3.7	0.8	1.35	21.3	-5.0	0.9	17.0	0.9	0.8
Cc1nonc1NC(=O)CSc1nc2ccccc2cc1C#N	0.9	8.8	0.9	1.83	15.1	0.0	1.1	2.4	1	1
CCCCn1c(N)c(NCc2ccccc2OC)c(=O)[nH]c1=O	1	4.4	0.8	0.98	2.6	-0.5	0.9	-3.6	0.7	1
COc1ccccc1NC(=O)C1CC(=O)OC1c1ccccc1 (configuration not stated)	1	-4.9	1.1	1.2	16.9	-3.1	1	-11.3	1.1	1.1
O=C1NC(=O)C2(COC(c3cccc([N+](=O)[O-])c3)OC2)S1 (configuration not stated)	1	1.2	1.1	1.21	3.1	-10.4	1.1	0.5	1	1
CC(C)N(C)CCOC(=O)c1ccccc1Br	1	-0.3	1.2	1.13	12.5	-21.8	0.8	-6.1	1.2	1.1
COc1cc(NC(=O)COC(C)=O)cc(OC)c1OC	1	-2.3	1.1	1.35	10.9	2.8	1.1	-4.9	1	1
CC(C)C(c1nnnn1CCc1ccccc1)N1CCN(C(=O)c2ccco2)CC1 (configuration not stated)	1.1	-6.8	1.1	1.14	2.7	-0.4	0.8	-9.1	1.1	1.1
CCOc1ccc(C(=O)NC(=S)Nc2ncccc2C)cc1[N+](=O)[O-]	1	-0.2	0.9	1.3	18.9	7.1	0.9	3.6	0.9	1
CCN1CCc2c(sc(NC(=O)CN3C(=O)c4ccccc4C3=O)c2C(N)=O)C1	1	-4.5	1	0.95	4.9	-11.4	1	-6.8	1	1.1
COC(=O)c1c(C)[nH]c(C(=O)OCc2ccc(F)cc2)c1C	1	-3.3	0.9	2.69	67.6	-10.1	0.9	6.7	1	0.9
O=C(/C=C/Nc1ccccc1OC(F)(F)F)C(F)(F)F	1	-2.9	1	1.17	-3.4	-8.7	1	-3.2	0.9	1
CCOC(=O)c1nnn(CC(=O)Nc2ccccc2)c1C(=O)OCC	1	-0.4	1	1.15	4.4	0.1	0.8	-3.7	1	1
C/C(=N\N=C(N)N)c1ccc(Cl)cc1	1.1	-5.8	1	1.19	15.8	-5.3	1	-7.1	1	1.1
COc1ccc(-c2nn(CC(=O)Nc3ccc(Cl)c(Cl)c3)c(=O)c3ccccc23)cc1	1	-4.9	1	1.67	-4.5	3.5	0.8	-8.3	0.9	1.1
O=C1c2ccccc2C(=O)N1CCCCSc1nnc2ccccn12	1	-3.8	1	0.98	-5.1	-12.2	1	-3.7	1	1
O=C(c1ccc2c(=O)n(-c3ccccc3)c(=O)[nH]c2c1)N1CCCCC1	1.1	-5.1	0.9	0.88	-9.5	-12.0	0.8	-8.1	1	1.1
COc1ccc(N(C(=O)Cn2nnc3ccccc32)C(C(=O)NCc2ccco2)c2cccnc2)cc1 (configuration not stated)	1	-4.8	1	0.96	2.7	-5.5	1	-7.3	1	1.1
COc1cc(C2NC(=O)NC(O)(C(F)(F)F)C2C(=O)c2cccs2)ccc1O (configuration not stated)	1	-1.3	0.9	2.15	42.4	-7.0	1	-2.8	1	1
CCOc1ccc2nc(NC(=O)C3CCCO3)sc2c1 (configuration not stated)	1	-0.2	/	4.74*	157.9*	-6.1	0.9	42.8	/	0.6
CCOc1cc(NS(=O)(=O)c2ccc(Cl)cc2)c(OCC)cc1NC(=O)CC(C)C	1.1	-6.2	0.9	0.81	-10.9	-3.2	0.9	-7.5	0.9	1.1
COC(=O)Cn1nc(-c2ccccc2)c2cc(Cl)ccc21	1.1	-6.5	0.9	0.97	-1.6	-2.1	0.9	-7.9	0.9	1.1
c1cn2cc(-c3ccc4c(c3)OCO4)nc2s1	1	-1.4	1.1	6.07*	149.0*	-0.9	0.9	78.0*	1.1	0.2
O=C(c1ccc2c(c1)OCO2)N(c1ccc(Cl)cc1)C1C=CS(=O)(=O)C1 (configuration not stated)	1	-0.6	0.9	2.05	-6.2	-8.0	0.9	-4.8	1	1
CC1(C)Cc2c(sc3c2C(=O)N(c2ccccc2)C2=NCCN23)CS1	1	3.1	1	0.85	12.2	-2.5	1	-0.5	1	1
CCOC(=O)C1=C(C)NC(=O)NC1c1cccs1 (configuration not stated)	1.1	-6.5	1	1.28	16.9	-7.4	1.1	0.6	1	1

Quoted at random: 4 records from the list.
SMILES	TNAP act hi DEA	TNAP inh hiacc	PMI act	NF-kB expr up	APP 5'UTR act	TNAP inh no acc	bIAP activator	FLuc inh counter	PMI act satM6P	FLuc act counter
CCOc1ccc(C(=O)NC(=S)Nc2ncccc2C)cc1[N+](=O)[O-]	1	-0.2	0.9	1.3	18.9	7.1	0.9	3.6	0.9	1
CC(C)C(c1nnnn1CCc1ccccc1)N1CCN(C(=O)c2ccco2)CC1 (configuration not stated)	1.1	-6.8	1.1	1.14	2.7	-0.4	0.8	-9.1	1.1	1.1
CCOC(=O)C1=C(C)NC(=O)NC1c1cccs1 (configuration not stated)	1.1	-6.5	1	1.28	16.9	-7.4	1.1	0.6	1	1
COc1ccccc1NC(=O)C1CC(=O)OC1c1ccccc1 (configuration not stated)	1	-4.9	1.1	1.2	16.9	-3.1	1	-11.3	1.1	1.1

More structures follow:
SMILES	TNAP act hi DEA	TNAP inh hiacc	PMI act	NF-kB expr up	APP 5'UTR act	TNAP inh no acc	bIAP activator	FLuc inh counter	PMI act satM6P	FLuc act counter
Clc1ccc(-c2nnc(NCc3ccccc3)c3ccccc23)cc1	1	3.3	0.9	0.63	-12.9	7.2	1	0.4	1	1
CCN(CC)C(=O)Cn1cnc2ccccc2c1=O	1	-3.0	1	0.89	-12.4	-8.8	1.3	-4.7	0.9	1
CS(=O)(=O)N(CC(=O)NCc1ccncc1)c1cc(Cl)ccc1Cl	1.1	-6.4	0.9	1.19	-14.2	-10.7	1	-2.8	1	1
CCC(=O)Nc1ccc(C(=O)NNC(=O)COc2cc(C)ccc2C)cc1	1	-0.2	0.9	0.87	-1.5	-82.6	1.1	0.5	0.9	1
CCOc1ccc(-c2nnc(SCC(=O)N3CCN(c4ccccc4)CC3)o2)cc1	1	-3.4	1	1.24	9.8	11.8	0.9	-8.1	0.9	1.1
O=C(O)CCN1C(=O)C2C3CC(C2C1=O)C1C(c2ccccc2)c2sc(=O)n(-c4ccccc4)c2SC31 (configuration not stated)	1	-3.4	1.1	1.08	5.5	-10.1	1.3	0.8	1.1	1
CC(O)CNCCOc1cccc(Oc2ccccc2)c1 (configuration not stated)	1	-0.2	1	1.14	-17.6	-10.9	1.1	-4.6	1	1
CC(C)CNC(=O)COC(=O)c1cncc(Br)c1	1.1	-5.7	1.1	0.95	0.2	4.1	0.9	-10.4	1	1.1
CC12CCC(C(=O)N(CSC(=S)N/N=C\c3ccccc3Cl)C1=O)C2(C)C (configuration not stated)	0.9	6.1	0.9	1.04	8.2	0.7	1	1.5	0.9	1
Cc1cccc(NC(=O)c2ccccc2OCC(=O)c2ccccc2)c1	1	-1.9	0.8	0.72	-12.8	-7.5	0.8	0.5	0.9	1
CCOc1ccc(NC(=S)Nc2ccc(OC(F)(F)F)cc2)cc1	1	1.4	0.9	1.1	/	-4.9	1	-4.9	1	1
CCn1c(SCC(=O)Nc2ccc3c(c2)OCCO3)nnc1-c1ccccn1	1.1	-7.2	1	1.33	3.2	-10.3	1	3.5	0.9	1
COCCn1nnnc1C(c1cc2c(C)cc(C)cc2[nH]c1=O)N1CCCCCC1 (configuration not stated)	1	-2.8	1.2	1.34	-2.2	-1.0	1.1	4.0	1.7	1
COC(=O)N/N=C1/C/C(=N\NC(=O)OC)c2ccccc21	1	-1.4	1	0.75	-2.9	-5.9	1.1	-3.3	0.6	1
BrC(=C\c1ccccc1)/C=N/Nc1nc(N2CCOCC2)nc(N2CCOCC2)n1	1	-3.6	1	0.59	-62.9	-14.3	0.7	-8.1	1.1	1.1
CCOC(=O)c1nnc(-c2ccccc2)nc1NCc1ccc(Cl)cc1	1	-3.9	0.9	1.01	-12.8	-9.9	1	-6.0	1	1.1

Assay outcomes deposited in PubChem BioAssay by several laboratories.
